LDHA inh = blocks human lactate dehydrogenase A | P00338 | purified LDHA, NADH/diaphorase-resazurin fluorescence; hits give low values | activity change, % (values are at about 110 or 230 µM) | 0.15% of 480,000 active; in the data active = activity change below about -30%; inconclusive = mostly about -25% to -30%;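 also: plate controls were DMSO wells for no effect and wells without enzyme for full effect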
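Resorufin fluorescence (ex540/em590), read at 0 and 20 min after diaphorase/resazurin addition, reports the NADH left after a 5 min room-temperature reaction of 2 nM human LDH5 with 0.06 mM NADH and 0.2 mM pyruvate.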
Active calls of the source: *; ? = inconclusive.

structure	LDHA inh
CCOc1ccccc1NC(=O)CCc1nc(-c2ccc(C)n(CC)c2=O)no1	5
CCCOc1ccccc1C(N)C(=O)OCC (centres undefined)	0
CC1CCCc2c1nc1sc3c(c1c2-c1ccc(Cl)cc1)CCC3 (centres undefined)	5
CC(O)c1ccc(-c2ccc(CNCc3ccccn3)o2)cc1 (centres undefined)	7
CCCNc1nc(Nc2ccc(C)cc2)c2cnn(C)c2n1	8
CC(C)=NNC(=O)c1ccc(Cl)cc1	-10
COc1cc(Nc2nc3ccccc3nc2-n2nc(C)cc2C)cc(OC)c1	0
Oc1ccc(/C=C/c2cc(-c3ccccc3)cc(-c3ccccc3)[o+]2)cc1	10
Cc1nn(C)c2sc(C(=O)N3CCN(S(=O)(=O)c4ccc(F)cc4)CC3)cc12	?
CC(=O)COc1ccc2c(C)c(CC(C)C)c(=O)oc2c1	2
c1ccc2c3c(ccc2c1)-c1cccc2cccc(c12)O3	18
COCCOC(=O)/C(C#N)=C\c1ccc(Cl)c(Cl)c1	2
CCc1nnsc1C(=O)NCC(C)(C)c1ccc(Br)cc1	-9
N#Cc1ccc(CS(=O)(=O)Cc2ccc(Cl)cc2Cl)cc1	4
COc1ccc(C(=O)NC(=O)CSc2ccccc2Cl)cc1	4
N#Cc1ccccc1OCC(=O)N1CCC(c2nc3ccccc3o2)CC1	14
C=CCN(C(=O)c1cn(C)c2ccccc12)C1CCS(=O)(=O)C1 (centres undefined)	-18
Cc1ccc(-c2c(C)sc(NC(=O)CC3(CC(=O)O)CCCC3)c2C(N)=O)cc1C	-2
CCCn1c(=O)n(CCC(=O)NC2(c3noc(C)n3)CCCCC2)c2ccccc21	-24
Cc1c(C(=O)C(=O)Nc2ccc(C(C)C)cc2)c2ccccc2n1C	3
CC(=O)c1csc(NC(=O)Cn2ccc(=O)n(C)c2=O)n1	15
CCCCCn1c(SCc2ccc(C)cc2)nc2c1c(=O)[nH]c(=O)n2C	-21
O=C(CCC1CCCC1)Nc1ccc2ccccc2c1	0
Cc1ccc(C(=O)Nc2ccccc2SCc2cc(=O)n3c(ncn3C(C)C)n2)cc1F	0
CC(NC(=O)C1CC1c1ccccc1)C1CC2CCC1C2 (centres undefined)	1
CCCCN(CC(N)=O)CC(=O)NC(N)=O	0
CSCCC(C(=O)Nc1c(C)cccc1C)n1c(-c2cc(C)cs2)nc2ccccc21 (centres undefined)	0
CCOC(=O)[C@]12CCCC=C1N(Cc1ccccc1)C(=O)[C@H](CC(=O)N1CCCCCC1)C2	-5
COc1ccc(OCC(=O)Nc2cc(OC)ccc2OC)cc1	-2
Cc1ccsc1CNCCN(C)C	-8
CC(c1cccc(NC(=O)c2ccccc2)c1)N(C)CC(=O)NC(=O)Nc1ccccc1 (centres undefined)	1
O=C(Nc1ccc(-c2ccccc2)cc1)c1ccc2c(c1)OCO2	-2
O=C(NC1CCCC1)c1ccc(Oc2ccccc2)cc1	-4
COc1ccc(CN2C(=O)CN(S(C)(=O)=O)CC2(C)C(=O)NC(C)C)cc1 (centres undefined)	-10
Cc1ccccc1/C=C1\Cc2ccccc2C1=O	0
CCOC(=O)c1ccc(S(=O)(=O)N2CCCC2c2cccn2C)cc1 (centres undefined)	5
CCOC(=O)C(C)Oc1ccc2c(=O)c(Oc3ccc(OCC)cc3)c(C)oc2c1 (centres undefined)	-5
CC(OC(=O)c1ccc2c(c1)NC(=O)CS2)C(=O)Nc1cccc(C#N)c1 (centres undefined)	-1
CC(C)c1ccc(-n2nnnc2C2(NCc3ccccc3)CCCC2)cc1	9
CN(c1cccc(F)c1)S(=O)(=O)c1c(-c2ccc(F)cc2)csc1C(=O)NCc1ccco1	10

Five records picked at random from those above:
structure	LDHA inh
COc1ccc(OCC(=O)Nc2cc(OC)ccc2OC)cc1	-2
N#Cc1ccccc1OCC(=O)N1CCC(c2nc3ccccc3o2)CC1	14
CCOC(=O)C(C)Oc1ccc2c(=O)c(Oc3ccc(OCC)cc3)c(C)oc2c1 (centres undefined)	-5
COc1cc(Nc2nc3ccccc3nc2-n2nc(C)cc2C)cc(OC)c1	0
Cc1c(C(=O)C(=O)Nc2ccc(C(C)C)cc2)c2ccccc2n1C	3

(continued)
structure	LDHA inh
Cc1cccc(C)c1-n1nnnc1SCC(=O)N(Cc1ccco1)C1=CCCCC1	-3
CN(C(=O)CCc1c[nH]c2ccccc12)C1CCCC1	-2
O=C(O)/C=C/c1cc(Br)ccc1F	-5
CCCC1(C)NC(=O)N(Cc2coc(-c3cccs3)n2)C1=O (centres undefined)	?
COc1cc(OC)cc(C(=O)Nc2cccc(-c3nc4ncccc4o3)c2)c1	8
CS(=O)(=O)Oc1ccc2c(=O)c(Oc3ccccc3Br)c(C(F)(F)F)oc2c1	7
COc1cccc(NC(=O)Nc2c(NC3CCCCC3)c3ccccc3oc2=O)c1	-3
O=C(/C=C/c1ccccc1O)c1ccc(-c2ccccc2)cc1	13
O=C(Nc1ccc2ccc(=O)oc2c1)C1=Cc2ccccc2OC=C1	7
CC1C(=O)N(Cc2ncc(-c3ccccc3)o2)C(=O)N1c1ccc(F)cc1 (centres undefined)	6
N#Cc1ccccc1OCc1cccc(C(N)=O)c1	-3
CC(=O)c1c(C)[nH]c(C(=O)CSc2nnc(C3CC3)o2)c1C	1
CCCCc1c(C)[nH]n(-c2nc3ccccc3[nH]2)c1=O	-11
O=C(NCCO)C(O)(c1ccccc1)c1ccccc1	-1
NC(=O)CNS(=O)(=O)c1cccc(C(=O)O)c1	1
COc1ccccc1OCCC(=O)OCc1ccc(Cl)cc1	6
CCCCCc1ccc(-c2ccc(C(=O)O)cc2)cc1	-8
Cc1ccc(CNC(Cc2c[nH]c3ccccc23)C(=O)O)cc1 (centres undefined)	-24
Cc1ccc(S(=O)(=O)Nc2nc3ccccc3nc2Nc2ccc(C(=O)O)cc2)c(C)c1	-10
C=CCn1c(SCC(=O)O)nc2c1c(=O)[nH]c(=O)n2C	3
CO[C@H]1CN(C)C(=O)c2cc(NC(=O)c3cc(C)on3)ccc2OC[C@@H](C)N(C(=O)C2CC2)C[C@H]1C	-5
Cc1ccc(C(NC(=O)Cc2ccccc2C)c2cccnc2)cc1C (centres undefined)	6
CN(C(=O)c1ccc(Br)cc1)C1CCCCC1	-1
CC1CCCCC1NC(=O)C(c1ccccc1)c1ccccc1 (centres undefined)	4
NCC(=O)Nc1ccccn1	1
CCOC(=O)N/N=C/c1cc(Cl)ccc1OCCCOc1ccc(Cl)cc1	0
COCCn1c(SCc2cc(F)ccc2OC)nnc1-c1ccncc1	4
O=C(Nc1ccc(Cl)cc1)C1CCCN(c2ncnc3nc[nH]c23)C1 (centres undefined)	-4
CN1CCN(CC(=O)C(C#N)c2ccccc2)CC1 (centres undefined)	7
Cc1ccc(COc2ccc(Cl)cc2C=O)cc1	1
CN1CCN(C(=O)c2cccnc2-c2nc3ccccc3s2)CC1	17
Cc1ccccc1CNC(=O)c1nccnc1N	2
Cc1ccc(S(=O)(=O)N2CCN(C(=O)CN(Cc3ccco3)Cc3ccco3)CC2)cc1C	2
Cc1ccc(-c2noc(-c3cc4cc(Cl)ccc4oc3=O)n2)cc1	-2
Cc1cc(C)cc(NC(=O)CCCc2nc3ccccc3o2)c1	23
CCCCC1CCC(c2ccc(-c3ccc(CC)cc3)nc2)CC1 (centres undefined)	12
O=C(CSc1nc(Cl)nc2nc[nH]c12)NCCc1c[nH]c2ccccc12	5
O=C(O)c1cccc2c(Br)cccc12	10
CCCc1nnc(NC(=O)c2cc(=O)c3cc(C)ccc3o2)s1	0
O=C(NCc1cccnc1-n1cccn1)c1ccc(-c2ccc(Cl)cc2)s1	-5
O=S(=O)(NC1=NCN(CCO)CN1)c1ccc(Br)cc1	-2
Cc1cccc(C)c1NC(=O)C(c1ccccc1F)n1c(=O)c(-c2ccco2)nc2ccccc21 (centres undefined)	-2
CCCCCNc1nc(CC)c2c(c1C#N)CCCC2	-4
CC(=O)Nc1sc2c(c1-c1ccc3nonc3c1)CCNC2	6
CCOc1ccc(NC(=O)CSc2nccc(-c3cccc(OC(F)F)c3)n2)cc1	-7
O=C(NC(Cc1ccccc1)C(=O)O)c1cccc(C(F)(F)F)c1 (centres undefined)	-18
Cc1cc(C)c(NS(=O)(=O)c2ccc(S(=O)(=O)N3CCCC3)cc2)c(C(=O)O)c1	9
O=C(Nc1cc(=O)[nH]c2nc(Cc3ccccc3)nn12)c1ccc(Cl)cc1Cl	-7
COc1ccc2c(c1)O/C(=C\c1ccc(OS(C)(=O)=O)cc1)C2=O	9
FC(F)Sc1ccc(NC(=S)N(Cc2ccccc2)Cc2ccccc2)cc1	9

Continuation:
structure	LDHA inh
CC1CCc2c(c(-c3cccc(O)c3)nc3ccc4ccccc4c23)C1 (centres undefined)	19
Cn1cnc2c1c(=O)n(CCCSc1nnc(-c3ccc(C(C)(C)C)cc3)o1)c(=O)n2C	5
Cc1cccc(NC(=O)c2cc(C3CC3)nc3ccccc23)c1C	5
COc1ccc(C(CNC(=O)CCc2nc(-c3ccncc3)no2)N2CCCCC2)cc1 (centres undefined)	2
CCN(CC)CCNC(=O)C(=O)Nc1cccc(N2CCCS2(=O)=O)c1	11
Cc1cc(N(C)C)nc(Nc2ccc(NC(=O)Nc3ccc(F)cc3)cc2)n1	2
Cc1ccccc1-c1noc(CSc2nc(C)c(C)n2C2CCCC2)n1	-2
O=P(c1ccccc1)(c1ccccc1)c1cnc2ccccn12	-6
O=C(c1ccccc1Cl)N1CCC(CCc2ccc(O)cc2)CC1	-6
CCC(CC)C(=O)NCCc1c[nH]c2ccc(C)cc12	-6
COc1cccc(NC(=O)C(C#N)C(=O)Cc2ccccc2C)c1 (centres undefined)	7
Cc1oc(-c2ccccc2)nc1CC(=O)NCCc1ccc(F)cc1	-8
CC(C)[C@H](NC(=O)OC(C)(C)C)c1cc(C(=O)NC2CC2)c(N)s1	4
Cc1ccc(Nc2nnc(SCc3nnc(C(C)(C)C)o3)s2)cc1	7
O=c1[nH][nH]c2c1[C@H](c1ccc(Cl)cc1)O[C@H](CCc1ccccc1)C2	-1
O=C(NC1CCCC1)C1(c2cccc(Cl)c2)CCC1	4
CCOC(=O)c1ccc(NC(=O)Cn2nc(C)n3cccc3c2=O)cc1	7
O=C(O)COc1c(Br)cc(/C=C2/NC(=O)NC2=O)cc1Br	9
NC(=O)C1CCN(C(=O)C2CCN(S(=O)(=O)Cc3ccc(F)cc3)CC2)CC1	-1
O=C(CSc1nccnc1N1CCN(c2ccc(F)cc2)CC1)Nc1ccc(F)cc1	2
CCOc1ccc(-c2nc(CSCC(=O)N3CCC(N4CCCCC4)CC3)c(C)o2)cc1	0
Cc1ccc(C=Nc2ccc(C(C)C)cc2)s1	17
COC(=O)/C=C1\OCc2c(F)cccc21	1
Cn1cc(C(=O)OCC(=O)Nc2ccc(N3CCOCC3)cc2)c2ccccc21	-2
CCOC(=O)c1c(S(=O)(=O)N2CCCCC2)nn(C)c1C	8
COCc1ccc(CNC(=O)/C=C/c2ccccc2)cc1	-5
COC(=O)c1cc(NC(=O)c2ccccc2OC(F)F)ccc1F	-9
O=C(/C=C/c1ccc(F)cc1)NNC(=O)C1CCCCC1	3
COC(=O)C1=C(C)OC(N)=C(C#N)C1c1ccc(C#N)cc1 (centres undefined)	0
COc1ccc(OC)c(C2CCCN2C(=O)c2ccc(-n3cccn3)cc2)c1 (centres undefined)	-6
CCn1c(N2CCN(Cc3ccc(F)cc3)CC2)nc2c1c(=O)[nH]c(=O)n2C	6
COc1ccccc1NS(=O)(=O)c1ccc2oc(SCCOc3ccc(F)cc3)nc2c1	-5
O=Cc1cccc(OCc2ccc(Cl)cc2Cl)c1	3
Cc1cccc(NC(=O)Cc2c[nH]c3ccccc23)c1C	-4
Cc1ccc(Nc2nc(C#N)nc(NC3CCCC3)n2)cc1	-1
COc1ccc(-c2cc(NC(=O)c3ccc(S(=O)(=O)NCC4CCCO4)cc3)ccc2OC)cc1 (centres undefined)	16
Cc1ccc(Cn2nnc3c(=O)n(Cc4nc(-c5cccc(C(F)(F)F)c5)no4)cnc32)cc1	8
CCOc1ccc(CNC(=O)c2ncoc2-c2cccc(Cl)c2)cc1OC	-10
O=C(O)CNS(=O)(=O)c1c(F)cc(F)cc1Br	-1
CC(NC(=O)c1ccc2c(c1)NC(=O)CS2)c1ccc2c(c1)CC(=O)N2 (centres undefined)	4
CC(=O)c1sc(Nc2cccc(C)c2C)nc1C	0
CN(C)C(=O)CNS(=O)(=O)c1ccc(F)c(F)c1	0
Cc1cn2c3c(=O)[nH]c(=O)n(C)c3nc2n1CCN1CCN(Cc2ccc(F)cc2)CC1	-1
O=C(OCC#CCSc1nnc(-c2cccc3ccccc23)o1)c1cccc(C(F)(F)F)c1	8

3 entries from above, as labelled records.
mol: CC(=O)c1sc(Nc2cccc(C)c2C)nc1C
  LDHA inh: 0
mol: CN(C)C(=O)CNS(=O)(=O)c1ccc(F)c(F)c1
  LDHA inh: 0
mol: Cc1cn2c3c(=O)[nH]c(=O)n(C)c3nc2n1CCN1CCN(Cc2ccc(F)cc2)CC1
  LDHA inh: -1

An excerpt, so the mix of outcomes need not match the whole.
